PGC1a acetyl inh: inhibitors of PGC1a acetylation signal, primary screen, cell-based, U2OS, AlphaScreen, inhibitor mode. AID 651687, 2012. AlphaScreen anti-acetyl-lysine; with virally co-expressed GCN5 acetyltransferase. 350,000 compounds, 0.17% hits. inhibition, % at 15.6 µM;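 active means every replicate shows inhibition of at least 40%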;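 further: 0% = neutral control wells and 100% = positive control wells; some results beyond the cut were filed as inactive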
ERAP1 inh: human ERAP1 aminopeptidase inhibitors, primary screen, biochemical, single point, plate reader | recombinant ERAP1, Leu-AMC fluorescence, 60 min | inhibition, % at 10.7 µM | 340,000 compounds, 0.15% hits | AID 652197, 2013;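 active means mean replicate inhibition of at least 30%, or all replicates individually reaching that 30% level; inactive means mean below 30% and not every replicate reaching it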;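 further: 0% = neutral control wells and 100% = L-leucinethiol positive control wells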
Target sequence (Q9NZ08 whole entry, looked up): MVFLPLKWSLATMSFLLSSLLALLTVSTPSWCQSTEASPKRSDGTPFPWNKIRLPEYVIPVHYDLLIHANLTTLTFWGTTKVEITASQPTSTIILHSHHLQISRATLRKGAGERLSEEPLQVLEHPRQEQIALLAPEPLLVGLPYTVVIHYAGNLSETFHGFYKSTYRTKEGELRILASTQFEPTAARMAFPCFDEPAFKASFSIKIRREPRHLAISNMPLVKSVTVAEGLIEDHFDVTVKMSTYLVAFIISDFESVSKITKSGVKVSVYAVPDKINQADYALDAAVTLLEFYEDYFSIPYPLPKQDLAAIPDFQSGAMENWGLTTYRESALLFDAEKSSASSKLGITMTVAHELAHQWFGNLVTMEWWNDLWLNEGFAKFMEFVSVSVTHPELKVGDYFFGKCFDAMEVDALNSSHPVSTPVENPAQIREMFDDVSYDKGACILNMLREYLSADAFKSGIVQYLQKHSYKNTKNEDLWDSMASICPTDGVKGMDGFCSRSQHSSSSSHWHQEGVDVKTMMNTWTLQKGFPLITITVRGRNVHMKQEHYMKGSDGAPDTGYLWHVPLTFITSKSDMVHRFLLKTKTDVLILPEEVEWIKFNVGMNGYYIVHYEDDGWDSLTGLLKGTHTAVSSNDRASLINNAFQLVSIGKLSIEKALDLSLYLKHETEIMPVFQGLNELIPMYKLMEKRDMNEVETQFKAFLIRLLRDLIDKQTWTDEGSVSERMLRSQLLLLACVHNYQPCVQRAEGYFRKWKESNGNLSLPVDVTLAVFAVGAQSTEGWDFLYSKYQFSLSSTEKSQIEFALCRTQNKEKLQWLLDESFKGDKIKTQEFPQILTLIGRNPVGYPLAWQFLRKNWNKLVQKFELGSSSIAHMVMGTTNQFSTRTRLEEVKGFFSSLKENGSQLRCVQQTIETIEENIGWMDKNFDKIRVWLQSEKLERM
EWS-Fli inh: EWS/Fli-driven NR0B1 reporter inhibitors, primary screen, A673 cells, NR0B1 luciferase, luminescence, MLPCN library; viability-normalised; inhibition, % at 12.6 µM; 350,000 compounds, 0.67% hits;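 active means mean inhibition of at least 50% after viability correction, with every replicate also passing that limit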;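 further: firefly luciferase signal divided by Alamar Blue viability fluorescence both relative to DMSO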
LGR2 antag: inhibitors of bursicon-induced LGR2 CRE-luciferase signal, primary screen, cell-based, HEK293, CRE-luciferase reporter, bursicon stimulation | inhibition, % at 9.99 µM | AID 720647, 2013 | Drosophila bursicon receptor LGR2 (rickets) | 380,000 compounds, 0.35% hits | bursicon-stimulated, 4 h;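 active means drop in luminescence signal, shown as inhibition above about 50% in the replicate tests, limit read from the data, passing the limit was not always enough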;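 further: agonist challenge used bursicon conditioned medium at about half maximal strength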
S100A4 inh HTS: inhibitors of S100A4-myosin IIA peptide binding, primary screen, biochemical, fluorescence polarization, TAMRA-MyoIIA peptide; inhibition, % at 10.7 µM; 360,000 compounds, 0.14% hits;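 active means mean inhibition of at least 70% across replicates, with every replicate also reaching that level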
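Test system – S100A4 monomer (human) · Compound – single-point compound testing · Schedule – 5 min incubation before reading · Probe or stimulus – TAMRA-labelled myosin IIA heavy-chain peptide probe, 5 nM · Benchmarks – neutral control DMSO, positive control TFP · Medium – Calcium-containing HEPES buffer, pH 7.2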
PAX8 inh HTS: inhibitors of PAX8-driven TPO luciferase reporter, primary screen, RMG-I cells, single concentration. SteadyGlo, 24 h. inhibition, % at 12.6 µM. 360,000 compounds, 1.2% hits;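 active means mean replicate inhibition at least 60% with every replicate also reaching 60%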;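 further: luciferase light reporting Pax8 driven TPO promoter activity; plate controls were median of neutral control wells for no effect and mitoxantrone controls for full effect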
PglD inh: C. jejuni PglD acetyltransferase inhibitors, primary screen, biochemical, DTNB colorimetric, single point. AID 602405, 2012. 360,000 compounds, 0.098% hits. purified PglD enzyme, DTNB colorimetric CoA detection. inhibition, % at 12.5 µM; in the data active means inhibition above about 16%, passing the limit was not always enough; further: strong numbers were not always called active
FN deposit inh: inhibitors of fibronectin matrix deposition, primary screen, AH1F cells, Alexa488-fibronectin fluorescence, plate reader. AH1F fibroblasts, overnight. inhibition, % at 12.6 µM. 350,000 compounds, 0.086% hits;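 active means mean inhibition across replicates of 30% or more, regardless of how many single replicates reach that level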;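 further: positive control wells lacked labelled fibronectin entirely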
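material = AH1F fibroblast monolayer depositing Alexa488-labelled fibronectin into matrix | amount = 10000 AH1F cells/well | buffer or medium = DMEM plus 2% serum, read in PBS | incubation = 1 h cell adhesion before compound, then overnight fibronectin incubation | detection = fluorescence at 485 nm excitation, 525 nm emission | evaluation = percent inhibition as loss of matrix-bound fibronectin fluorescence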
An asterisk follows results filed as active; x = no result given.

SMILES	PGC1a acetyl inh	ERAP1 inh	EWS-Fli inh	LGR2 antag	S100A4 inh HTS	PAX8 inh HTS	PglD inh	FN deposit inh
COc1ccc(N2CCN(C(=O)CSc3nnc(Cn4nnc5ccccc54)n3C)CC2)cc1	-17	x	x	7	x	x	-7	7
C[C@H](CO)N1C[C@H](C)[C@@H](CN(C)C(=O)c2ccccn2)Oc2cc(C#Cc3ccc(F)cc3)ccc2S1(=O)=O	14	0	1	8	10	x	0	1
CC(C)C[C@@H](C(=O)NC1CCN(Cc2ccccc2)CC1)N1C(=O)N2CCc3c([nH]c4ccccc34)[C@@]2(C)C1=O	1	-2	27	12	-1	x	3	x
CN(Cc1ccccc1)c1c([N+](=O)[O-])c(=O)n(C)c2ccccc12	x	-2	-5	40	-1	-6	x	-2
COc1ccc(C(=O)Nc2nnc(S(=O)(=O)Cc3ccccc3)s2)cc1	x	-3	x	-1	1	-12	x	-6
COC(=O)c1ccc(C(C(=O)NC2CCCCC2)N(Cc2ccc(F)cc2)C(=O)Cc2cccs2)cc1 (stereo not given)	-3	x	x	0	x	-6	5	-4
CCCN(C(=O)c1ccco1)c1nnc(-c2cccc(C)c2)s1	-14	-2	-79	-23	0	-46	x	6
Cc1ccc(-c2ccc(=O)n(CCC(=O)N3CCN(c4cccc(C)c4)C(C)C3)n2)cc1 (stereo not given)	x	-1	10	5	-4	27	x	6
CNC(=O)C[C@@H]1CC[C@H]2[C@@H](COc3ccc(NC(=O)Cc4cccs4)cc3C(=O)N2C)O1	-5	x	-3	-10	x	-1	0	-4
COc1ccc(C(C)=O)cc1COC(=O)c1cc2ccccc2cc1O	x	3	5	3	2	31	5	2
Cc1c(Cl)c([N+](=O)[O-])nn1CCCC(=O)Nc1cc(Oc2ccccc2)cc([N+](=O)[O-])c1	-9	2	-5	16	1	2	-7	0
CCCCCC(=O)N/N=C/c1cc(Br)c(O)c(OC)c1	x	-2	3	18	3	16	x	x

Quoted from above for reference:
SMILES	PGC1a acetyl inh	ERAP1 inh	EWS-Fli inh	LGR2 antag	S100A4 inh HTS	PAX8 inh HTS	PglD inh	FN deposit inh
COc1ccc(N2CCN(C(=O)CSc3nnc(Cn4nnc5ccccc54)n3C)CC2)cc1	-17	x	x	7	x	x	-7	7
C[C@H](CO)N1C[C@H](C)[C@@H](CN(C)C(=O)c2ccccn2)Oc2cc(C#Cc3ccc(F)cc3)ccc2S1(=O)=O	14	0	1	8	10	x	0	1

Record cards (already shown).
CC(C)C[C@@H](C(=O)NC1CCN(Cc2ccccc2)CC1)N1C(=O)N2CCc3c([nH]c4ccccc34)[C@@]2(C)C1=O is entered as PGC1a acetyl inh = 1; ERAP1 inh = -2; EWS-Fli inh = 27; LGR2 antag = 12; S100A4 inh HTS = -1; PAX8 inh HTS = x; PglD inh = 3; FN deposit inh = x
COc1ccc(C(C)=O)cc1COC(=O)c1cc2ccccc2cc1O is entered as PGC1a acetyl inh = x; ERAP1 inh = 3; EWS-Fli inh = 5; LGR2 antag = 3; S100A4 inh HTS = 2; PAX8 inh HTS = 31; PglD inh = 5; FN deposit inh = 2

New compounds follow:
SMILES	PGC1a acetyl inh	ERAP1 inh	EWS-Fli inh	LGR2 antag	S100A4 inh HTS	PAX8 inh HTS	PglD inh	FN deposit inh
CNC[C@@H]1Oc2cc(-c3cccnc3)ccc2S(=O)(=O)N([C@H](C)CO)C[C@H]1C	8	1	-7	19	3	-3	1	x
Cc1ccc(C)c(NC(=O)C(c2ccccc2)N2CCN(CC(=O)N3CCOCC3)CC2)c1 (stereo not given)	-1	-1	5	15	-2	6	5	5
C/C=C/c1ccc([C@@H]2[C@@H](CN(C)C(=O)CC)N(C(=O)C3CC3)[C@H]2CO)cc1	-6	-2	-2	-10	-8	-7	0	x
COCOc1cccc(CN2CCC2(C)C(=O)Nc2ccc(OC)c(OC)c2)c1 (stereo not given)	x	3	6	7	-4	5	4	7
CCCn1c(C(C)Nc2nc(-c3ccc(C)cc3)cs2)nc2cc(Cl)c(Cl)cc21 (stereo not given)	x	2	6	-15	33	6	-1	16
O=C(NN1CCOCC1)c1ccc([N+](=O)[O-])cc1	x	0	12	6	-7	-23	6	0
Cc1nc2ccccn2c1-c1ccnc(SCc2ccc(Cl)cc2)n1	1	7	16	5	-4	14	-10	2
CN(C)CCNc1ccc(-c2nn(C)c(=O)c3ccccc23)cc1[N+](=O)[O-]	x	-2	4	-9	-2	0	x	12
Cc1ccc(S(=O)(=O)N2CCOCC2)cc1NC(=O)COC(=O)c1cc[n+]([O-])cc1	1	1	-9	16	-13	-6	4	2
N#C[C@@H]1[C@@H](c2ccccc2-c2cccc(F)c2)[C@H](CO)N1C(=O)C1CC1	-2	1	-1	-32	-1	x	x	-4
O=C(Cn1cnc2c(nnn2-c2ccccc2)c1=O)N1CCCc2ccccc21	x	10	7	-4	-3	6	4	8
Cc1cccc(NC(=O)C(CC(C)C)NC(=O)C2CCC(C)CC2)n1 (stereo not given)	7	13	-12	0	-1	10	x	4
CCS(=O)(=O)N1Cc2ccccc2CC1C(=O)N(C)CC(=O)Nc1ccc(F)c(F)c1F (stereo not given)	1	0	-1	-12	5	4	-3	10
CN(C(=O)c1ccc(NC(=O)Cc2ccc(NC(=O)C3CCCN(C(=O)C4CC4)C3)cc2)cc1)C1CCCC1 (stereo not given)	5	6	-23	-1	-8	-7	-6	-7
C=CCC[C@H](Cc1ccc(F)cc1)C(=O)OC[C@H](Cc1c[nH]c2ccccc12)NC(=O)[C@@H](CC=C)CC(=O)N[C@@H](CO)Cc1ccccc1	x	-1	35	1	0	44	8	32*
Cc1nc(C)c(-c2csc(Nc3cccc(O)c3)n2)s1	-7	3	-70	-95	-3	-200	x	7
Cc1noc(C)c1S(=O)(=O)Nc1ccc2c(c1)C(=O)N([C@H](C)CO)C[C@@H](C)[C@@H](CN(C)CC1CCCCC1)O2	0	-1	7	-11	9	x	-3	x
Cc1ccc(Cn2cccc(NS(C)(=O)=O)c2=O)cc1	x	1	-10	9	-4	7	6	-3
CC(Sc1nccn1C)C(=O)NC1(C#N)CCCCC1 (stereo not given)	x	-3	1	0	0	-7	1	3
CNC(=S)N1CCN(CCNC2=CC(=O)CC(C)(C)C2)CC1	x	x	4	10	8	-6	-10	1
Cc1nn(CC(=O)Nc2cccnc2)c(C)c1[N+](=O)[O-]	-5	x	4	-5	-3	7	-4	3
Cc1nnc(NCCc2ccccc2)c2ccccc12	x	-5	-45	-13	-3	-127	0	0
C[C@H]1CN([C@@H](C)CO)C(=O)c2cc(C#CCc3ccccc3)cnc2O[C@@H]1CN(C)Cc1ccc(C(=O)O)cc1	8	0	-3	12	5	6	-4	6
Cc1ccc2oc(C(=O)N(Cc3ccc(N(C)C)cc3)CC3CCCO3)c(C)c2c1 (stereo not given)	1	-2	x	3	-6	-8	-2	6

Looked up above.
EWS-Fli inh result of CC(Sc1nccn1C)C(=O)NC1(C#N)CCCCC1 (stereo not given) is entered as 1
FN deposit inh result of Cc1nnc(NCCc2ccccc2)c2ccccc12 is entered as 0
PAX8 inh HTS result of CCS(=O)(=O)N1Cc2ccccc2CC1C(=O)N(C)CC(=O)Nc1ccc(F)c(F)c1F (stereo not given) is entered as 4
S100A4 inh HTS result of Cc1nn(CC(=O)Nc2cccnc2)c(C)c1[N+](=O)[O-] is entered as -3
PglD inh result of Cc1ccc2oc(C(=O)N(Cc3ccc(N(C)C)cc3)CC3CCCO3)c(C)c2c1 (stereo not given) is entered as -2
PGC1a acetyl inh result of CN(C(=O)c1ccc(NC(=O)Cc2ccc(NC(=O)C3CCCN(C(=O)C4CC4)C3)cc2)cc1)C1CCCC1 (stereo not given) is entered as 5

The list continues.
SMILES	PGC1a acetyl inh	ERAP1 inh	EWS-Fli inh	LGR2 antag	S100A4 inh HTS	PAX8 inh HTS	PglD inh	FN deposit inh
Cc1ccc(-c2ccccc2[C@@H]2[C@H](C#N)N(S(C)(=O)=O)[C@H]2CO)cc1	9	2	10	15	-52	-2	x	-18
COCCCNC1=C(C#N)C(=O)NC(c2cccs2)S1 (stereo not given)	1	2	4	-31	-3	9	7	1
Cc1ccc(C(=O)N2CCN(Cc3nc4sc5c(c4c(=O)[nH]3)CCCC5)CC2)cc1	6	0	17	13	-1	20	3	8
CC(c1nccs1)N(C)C(=O)c1ccc(OC2CCN(CCc3ccccc3)CC2)cc1 (stereo not given)	x	1	x	-16	0	-84	3	x
COc1cccc(C2(O)CCN(C(=O)C(C)C)CC2)c1	6	19	-3	-1	15	22	-2	-1
COc1ccc(N2CCN(C(=O)c3cc(=O)[nH]c4ccccc34)CC2)cc1	4	-3	7	-5	-3	0	x	0
C[C@@H]1CN([C@H](C)CO)C(=O)c2cc(NC(=O)c3ccccc3)ccc2O[C@@H](C)CCCCO[C@@H]1CN(C)S(=O)(=O)c1cn(C)cn1	1	0	-2	6	4	-9	0	16
Cc1nc(SCC(=O)NC2CCCCC2)[nH]c(=O)c1C	4	0	-6	0	-8	-10	x	1
COc1cccc(OC)c1C(=O)N1CCN(C(=O)c2ccc(-c3ccccc3)cc2)CC1	1	1	-6	17	1	-1	-5	-8
CC(C)[C@H]1COCCS(=O)(=O)N1Cc1cccc(Cl)c1	-7	-3	0	11	-3	-4	3	4
CCN(CC)CCNS(=O)(=O)c1ccc2c3c(cccc13)C(=O)N2	x	7	-4	1	-12	13	6	0
C[C@@H]1CCCCO[C@H](CN(C)C(=O)Nc2cccc3ccccc23)[C@H](C)CN([C@@H](C)CO)C(=O)c2cc(N(C)C)ccc2O1	-2	-1	13	35	-4	71*	3	x
Cc1ccc(NC(=O)C(=O)NCCCN2CCOCC2)c(C)c1	2	x	2	-16	-4	12	x	-4
